Source: PubChem (several laboratories)
Myeloid diff MLP: promotes myeloid progenitor differentiation; calls only at 10 µM; 360,000 tested, 1% active; ER-HoxA9 myeloid progenitors, lysozyme-GFP differentiation, flow cytometry;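 active means normalized GFP-positive differentiation at or above the plate's own cutoff, the solvent-only control mean plus 3 SD; inconclusive means no clear call, values can overlap the other calls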;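 further: cells exposed to compound for four days before flow analysis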
Large T inhibition: TAg ATPase/helicase activity blockers – biochemical (AID 1903); SV40 large T antigen ATPase/helicase inhibition assay; higher % means a stronger effect; 310,000 tested, 0.39% active; one-dose inhibition, % at 20 µM; IC50 in µM for titrated hits; in the data active means a potency from the dose series; inconclusive means inhibition mostly from about 32% at the one dose, without a potency; inactive means the rest, 99 in 100 with inhibition below about 32%; further: strong numbers were not always called active
Salmonella PhoP GFP: PhoP-dependent GFP reporter repression – Salmonella Typhimurium, primary screen (AID 1863); S. Typhimurium PhoP-regulated promoter GFP reporter, 4 h; higher % means a stronger effect; inhibition, % at 50 µM, or IC50 in µM where a hit was titrated; 300,000 tested, 0.16% active;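 active means inhibition over 29.93%, a cutoff 3 SD above the screen mean, later confirmed by dose response; inconclusive means inhibition over 29.93% but no dose response follow-up; inactive means inhibition at most 29.93% or unconfirmed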;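 further: 0% = low Mg2+ inducing control and 100% = high Mg2+ repressing control; strong numbers were not always called active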
T cell modulator: T cell immune modulators affecting CD8 T cell-vesicle binding; 2C CD8+ T cell-vesicle binding, flow cytometry; hits give low values; calls only at 7 µM; 330,000 tested, 0.068% active; AID 2052;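 active means response, share of CD8 T cells binding vesicles, and their 90th percentile fluorescence all below set limits, cut at about 80% in these data, passing the limit was not always enough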
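Also added: QL9-peptide-loaded Drosophila micro-vesicles bearing Ld, ICAM-1 and B7-1; Test system: purified 2C TCR transgenic mouse naive CD8+ T cells; Measured by: cytometric PE anti-B7-1 and Alexa647 anti-CD8 signals after 1% paraformaldehyde fixation; Timing: binding step 1.5 h, 37 °C, antibody labelling 20 min, ice.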
WT yeast gro inh: growth inhibition of WT yeast, mitochondrial fusion screen; AID 1362; mitochondrial fusion phenotypic screen, WT strain; inhibition, % at 10 µM; 190,000 tested, 2.1% active; in the data active means inhibition above about 58%; tested in S. cerevisiae
RSV CPE inhibition: inhibition of RSV-induced cytopathic effect – HEp-2 cells, primary 10 µM value included (AID 2391). one-dose CPE inhibition, % at 10 µM; IC50 in µM for titrated hits. HEp-2 cells, RSV-induced CPE inhibition; higher % means a stronger effect. 310,000 tested, 0.13% active; in the data active means a potency from the dose series; inconclusive means CPE inhibition mostly from about 23% at the one dose, without a potency; inactive means the rest, 99 in 100 with CPE inhibition below about 21%; further: strong numbers were not always called active
Rac1 GTP hydrolysis: MgcRacGAP GTPase-activating activity inhibitors, confirmation, biochemical, ADP Hunter fluorescence; MgcRacGAP-stimulated Rac1 GTP hydrolysis, ADP Hunter fluorescence; higher % means a stronger effect; GST-tagged Rac1 F28L mutant substrate; inhibition, % at 30 µM, or IC50 in µM where a hit was titrated; 340,000 tested, 0.6% active;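 active means first-screen hits whose inhibition reached a set limit at any dose in the follow-up dose series; inconclusive means inhibition above the set first-screen limit but never retested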;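 further: fluorescence reports GDP produced by GAP-driven GTP hydrolysis; strong numbers were not always called active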
b-catenin transl: alters nuclear translocation of beta-catenin in HeLa cells; 190,000 tested, 0.3% active; nuclear translocation activity, % at 5 µM; immunofluorescence imaging;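 active means nuclear translocation activity above 50% at 5 µM, with a well cell count of 50 or more; inconclusive means wells under 50 cells across six images, flagged as toxic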;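 further: per-cell ratio of nuclear to cytoplasmic median beta-catenin stain intensity; plate controls were DMSO negative control for no effect and GSK-3 inhibitor IX positive control for full effect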
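Read-out: Nuclear/cytoplasmic beta-catenin signal ratio, % activation | Assay system: Human HeLa cell line | Times: 24 h compound exposure at 37°C, 5% CO2 | Signal: Fluorescence imaging of beta-catenin antibody stain plus DAPI | Dosing: 5 µM primary, 0.02–20 µM confirmation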
West Nile virus CPE: West Nile virus antiviral activity, cell-based, CPE readout (AID 1621) | 290,000 tested, 0.02% active | West Nile virus-infected cells, CPE inhibition; higher % means a stronger effect | CPE inhibition, % at 10 µM, or IC50 in µM where a hit was titrated; in the data active means a potency from the dose series; inconclusive means CPE inhibition mostly from about 3.7% at the one dose, without a potency; inactive means the rest, 99 in 100 with CPE inhibition below about 2.2%; further: strong numbers were not always called active
WT yeast gro inh mutant strain: second read-out of WT yeast gro inh, no call of its own (marks repeat the call); inhibition, %; mitochondrial fusion phenotypic screen, mutant strain inhibition
b-catenin transl cell count 5 µM: further read-out of b-catenin transl, marked with its call; cell count; measured here: cell count, cytotoxicity flag
T cell modulator vesicle-bound %: recorded beside T cell modulator, whose call it bears; double positive events, %; measured here: CD8+ vesicle-bound cell fraction;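 binding gate set so that unloaded-vesicle control wells show 10% double positive cells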
Myeloid diff MLP GFP+ MAC1+ %: further read-out of Myeloid diff MLP, marked with its call; GFP+ MAC1+ double positive, %; measured here: differentiation confirmed by MAC1 staining
Active calls of the source: *. Random draw from the library, and some 3.6% of all compounds hit somewhere here.

What do the screens show for `Cc1ccc(Cl)cc1NC(=S)N(Cc1ccco1)C(C)c1cccs1` (centres undefined)?
Myeloid diff MLP: inactive; Large T inhibition: 7%; Salmonella PhoP GFP: -8%; T cell modulator: inactive; WT yeast gro inh: 44; RSV CPE inhibition: 0.8%; Rac1 GTP hydrolysis: 0%; b-catenin transl: -1.6; West Nile virus CPE: -0.8%; WT yeast gro inh mutant strain: 26; b-catenin transl cell count 5 µM: 1077; T cell modulator vesicle-bound %: 39; Myeloid diff MLP GFP+ MAC1+ %: 0.3

What do the screens show for `Cc1ccc(C(=O)c2c3ccc(N)cc3nn2CCC(N)=O)cc1`?
Myeloid diff MLP: inactive; Large T inhibition: 4%; T cell modulator: inactive; RSV CPE inhibition: -0.7%; Rac1 GTP hydrolysis: 13%; West Nile virus CPE: -0.4%; T cell modulator vesicle-bound %: 52; Myeloid diff MLP GFP+ MAC1+ %: 0.4

Results for COc1cc(/C=N/NC(=O)c2csc3c2CCCC3)cc(OC)c1O ?
Myeloid diff MLP: inactive; Large T inhibition: 19%; Salmonella PhoP GFP: -12%; T cell modulator: inactive; WT yeast gro inh: -18; RSV CPE inhibition: 4.6%; Rac1 GTP hydrolysis: 16%; b-catenin transl: -1.8; West Nile virus CPE: -0.3%; WT yeast gro inh mutant strain: 0; b-catenin transl cell count 5 µM: 542; T cell modulator vesicle-bound %: 49; Myeloid diff MLP GFP+ MAC1+ %: 1.3

Results for CCOc1ccc(CNC(=O)CCCC(=O)n2ncc3cc(C)ccc32)cc1 ?
Myeloid diff MLP: inactive; Large T inhibition: 0%; T cell modulator: inactive; RSV CPE inhibition: 2.5%; Rac1 GTP hydrolysis: 7%; West Nile virus CPE: -0.1%; T cell modulator vesicle-bound %: 24; Myeloid diff MLP GFP+ MAC1+ %: 1.7

Results for O=C(NC(=O)N1CCN(c2cccc(Cl)c2)CC1)c1ccccc1 ?
Myeloid diff MLP: inactive; Large T inhibition: -1%; Salmonella PhoP GFP: -14%; T cell modulator: inactive; WT yeast gro inh: -9; RSV CPE inhibition: -2.6%; Rac1 GTP hydrolysis: 17%; b-catenin transl: 0.3; West Nile virus CPE: -0.4%; WT yeast gro inh mutant strain: 2; b-catenin transl cell count 5 µM: 1004; T cell modulator vesicle-bound %: 49; Myeloid diff MLP GFP+ MAC1+ %: 4.8

Results for CC(C)NC(=O)CN(Cc1ccc2c(c1)OCO2)C(=O)CCC(=O)Nc1ccccn1 ?
Myeloid diff MLP: inactive; Large T inhibition: 7%; Salmonella PhoP GFP: 3%; T cell modulator: inactive; RSV CPE inhibition: 1.2%; Rac1 GTP hydrolysis: 6%; West Nile virus CPE: 0.2%; T cell modulator vesicle-bound %: 18; Myeloid diff MLP GFP+ MAC1+ %: 3.2

How did O=C(Nc1ccc2c(c1)CCC2)C1COc2ccccc2O1 (centres undefined) do in these assays?
Myeloid diff MLP: inactive; Large T inhibition: 9%; Salmonella PhoP GFP: -2%; T cell modulator: inactive; WT yeast gro inh: 19; RSV CPE inhibition: 0.8%; Rac1 GTP hydrolysis: 7%; b-catenin transl: -0.3; West Nile virus CPE: -0.1%; WT yeast gro inh mutant strain: 11; b-catenin transl cell count 5 µM: 1120; T cell modulator vesicle-bound %: 33; Myeloid diff MLP GFP+ MAC1+ %: 0.9

What do the screens show for `CN(Cc1ccccc1)c1nc2c(c(=O)[nH]c(=O)n2C)n1C`?
Myeloid diff MLP: inactive; Large T inhibition: 6%; Salmonella PhoP GFP: 1%; T cell modulator: inactive; WT yeast gro inh: 2; RSV CPE inhibition: 4.1%; Rac1 GTP hydrolysis: 2%; b-catenin transl: -1.5; West Nile virus CPE: -0.2%; WT yeast gro inh mutant strain: -7; b-catenin transl cell count 5 µM: 1237; T cell modulator vesicle-bound %: 19; Myeloid diff MLP GFP+ MAC1+ %: 0.2

Results for COc1ccc(N2CCN(CCNC(=O)C3CCN(S(=O)(=O)c4cccs4)CC3)CC2)cc1 ?
Myeloid diff MLP: inactive; Large T inhibition: 21%; Salmonella PhoP GFP: -1%; T cell modulator: inactive; WT yeast gro inh: 13; RSV CPE inhibition: -1.6%; Rac1 GTP hydrolysis: 12%; b-catenin transl: 4.7; West Nile virus CPE: -0.9%; WT yeast gro inh mutant strain: 9; b-catenin transl cell count 5 µM: 1410; T cell modulator vesicle-bound %: 47; Myeloid diff MLP GFP+ MAC1+ %: 6.7

What do the screens show for `CC#CC(=O)NC1CCCN(C2Cc3ccccc3C2)C1` (centres undefined)?
Myeloid diff MLP: inactive; Large T inhibition: 7%; Salmonella PhoP GFP: 6%; T cell modulator: inactive; RSV CPE inhibition: 2.3%; Rac1 GTP hydrolysis: 6%; West Nile virus CPE: 0.2%; T cell modulator vesicle-bound %: 60; Myeloid diff MLP GFP+ MAC1+ %: 0.2

Results for Cc1nn(C)cc1CNC(=O)c1cccc(F)c1 ?
Myeloid diff MLP: inactive; Large T inhibition: 7%; Salmonella PhoP GFP: -9%; T cell modulator: inactive; WT yeast gro inh: -10; RSV CPE inhibition: 1.0%; Rac1 GTP hydrolysis: 4%; b-catenin transl: -1.1; West Nile virus CPE: 0.2%; WT yeast gro inh mutant strain: 1; b-catenin transl cell count 5 µM: 943; T cell modulator vesicle-bound %: 50; Myeloid diff MLP GFP+ MAC1+ %: 0.7

What do the screens show for `CC(=O)Oc1cccc(/C=C2\Sc3ccccc3C2=O)c1`?
Myeloid diff MLP: inactive; Large T inhibition: 6%; Salmonella PhoP GFP: -8%; T cell modulator: inactive; RSV CPE inhibition: 2.4%; Rac1 GTP hydrolysis: 1%; b-catenin transl: 1.6; West Nile virus CPE: -0.3%; b-catenin transl cell count 5 µM: 1131; T cell modulator vesicle-bound %: 18; Myeloid diff MLP GFP+ MAC1+ %: 0.4

Results for CCc1cccc2c(C(=O)CN3C(=O)NC4(CCc5ccccc54)C3=O)c[nH]c12 (centres undefined) ?
Large T inhibition: 17%; Salmonella PhoP GFP: -2%; T cell modulator: inactive; RSV CPE inhibition: -1.7%; Rac1 GTP hydrolysis: 9%; T cell modulator vesicle-bound %: 57

How did O=C(CCNc1ccc(F)cc1)c1cccc([N+](=O)[O-])c1 do in these assays?
Myeloid diff MLP: inactive; Large T inhibition: 9%; Salmonella PhoP GFP: 0%; T cell modulator: inactive; WT yeast gro inh: 10; RSV CPE inhibition: 1.1%; Rac1 GTP hydrolysis: 2%; b-catenin transl: -0.7; West Nile virus CPE: inconclusive; WT yeast gro inh mutant strain: 14; b-catenin transl cell count 5 µM: 1063; T cell modulator vesicle-bound %: 9; Myeloid diff MLP GFP+ MAC1+ %: 0.7

Results for NC(=O)CC(NC(=O)Cc1ccc(Cl)cc1)c1ccc(NCC2CC2)c([N+](=O)[O-])c1 (centres undefined) ?
Myeloid diff MLP: inactive; Large T inhibition: 18%; Salmonella PhoP GFP: 1%; T cell modulator: inactive; RSV CPE inhibition: 1.8%; Rac1 GTP hydrolysis: -2%; b-catenin transl: 0.5; West Nile virus CPE: -0.2%; b-catenin transl cell count 5 µM: 1381; T cell modulator vesicle-bound %: 61; Myeloid diff MLP GFP+ MAC1+ %: 2.2

How did Cc1ccc(S(=O)(=O)NCC(=O)OC(C)C(=O)NC(=O)NC2CCCCC2)cc1C (centres undefined) do in these assays?
Myeloid diff MLP: inactive; T cell modulator: inactive; RSV CPE inhibition: 1.2%; Rac1 GTP hydrolysis: 3%; T cell modulator vesicle-bound %: 21; Myeloid diff MLP GFP+ MAC1+ %: 0.4

How did COC(=O)CCC(=O)NC1CC(C)(C)Cc2c1cnn2-c1ccc(F)cc1 (centres undefined) do in these assays?
Myeloid diff MLP: inactive; Large T inhibition: 3%; Salmonella PhoP GFP: 3%; T cell modulator: inactive; RSV CPE inhibition: 0.8%; Rac1 GTP hydrolysis: 8%; West Nile virus CPE: -0.9%; T cell modulator vesicle-bound %: 56; Myeloid diff MLP GFP+ MAC1+ %: 0.4

What do the screens show for `Cc1noc(C)c1C(=O)Nc1sc(C)c(-c2ccccc2)c1C#N`?
Myeloid diff MLP: inactive; Large T inhibition: 12%; Salmonella PhoP GFP: -4%; T cell modulator: inactive; WT yeast gro inh: 20; RSV CPE inhibition: 10%; Rac1 GTP hydrolysis: 9%; b-catenin transl: 0.5; West Nile virus CPE: -0.8%; WT yeast gro inh mutant strain: 18; b-catenin transl cell count 5 µM: 1014; T cell modulator vesicle-bound %: 23; Myeloid diff MLP GFP+ MAC1+ %: 5.0

Results for S=C(c1ccc(-c2ccccc2)o1)N1CCCCC1 ?
Myeloid diff MLP: inactive; Large T inhibition: 12%; Salmonella PhoP GFP: -5%; T cell modulator: inactive; WT yeast gro inh: 43; RSV CPE inhibition: 1.1%; Rac1 GTP hydrolysis: 4%; b-catenin transl: -0.4; West Nile virus CPE: -0.2%; WT yeast gro inh mutant strain: 35; b-catenin transl cell count 5 µM: 1501; T cell modulator vesicle-bound %: 28; Myeloid diff MLP GFP+ MAC1+ %: 0.2

What do the screens show for `CCn1nnnc1NC(=O)c1cc(OC)c(OC)c(OC)c1`?
Myeloid diff MLP: inactive; T cell modulator: inactive; WT yeast gro inh: 1; RSV CPE inhibition: 1.0%; Rac1 GTP hydrolysis: 12%; b-catenin transl: 0.4; West Nile virus CPE: -0.6%; WT yeast gro inh mutant strain: -2; b-catenin transl cell count 5 µM: 1560; T cell modulator vesicle-bound %: 50; Myeloid diff MLP GFP+ MAC1+ %: 0.7

How did Cc1cc(N2CCCC2=O)cc(C)c1S(N)(=O)=O do in these assays?
Myeloid diff MLP: inactive; Large T inhibition: 3%; Salmonella PhoP GFP: -2%; T cell modulator: inactive; WT yeast gro inh: -8; RSV CPE inhibition: 1.1%; Rac1 GTP hydrolysis: -5%; West Nile virus CPE: -0.5%; WT yeast gro inh mutant strain: -5; T cell modulator vesicle-bound %: 28; Myeloid diff MLP GFP+ MAC1+ %: 0.8
